pCIP destab – lowers stability of the mouse p/CIP coactivator protein | F442A p/CIP-EGFP cells, EGFP fluorescence, 16 h | decrease of EGFP signal, % at 10 µM | actives 0.01% (n = 290,000) | AID 1984;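 active = EGFP signal decrease of at least 30% at 10 µM or well 3 SD below plate mean, unless failing retest; inactive = the rest, including hits failing retest or dose response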; note: some compounds called inactive have numbers as strong as hits; many of its hits are not listed in these tables
MEKK3 PB1 HTS – modulators (inhibitors or enhancers) of MEK5 binding to human MEKK3 PB1 domain | Q99759 | bead-based flow cytometry, Alexa488-MEK5 binding to MEKK3; actives lie on both sides; 0 = blocked by unlabeled MEK5, 100 = vehicle | binding response (% of control), % at 10 µM | actives 1.4% (n = 290,000) | AID 1529;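 active = binding response more than 3 SD above or below the average of its plate-row segment, actives on both sides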;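 note: Alexa488 bead fluorescence after subtracting the streptavidin-only scavenger bead signal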
IDE act – IDE (human) activation, cell-based | P14735 | HEK cells, FAbeta-B cleavage, fluorescence polarization; 0% vehicle, 100% cell-free pure enzyme wells | activation, % at 5.96 µM | actives 0.073% (n = 340,000);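 active = activation above the mean of all tested compounds plus 3 SD, set per screening campaign, cut at about 17% in these data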
Target sequence (P14735 whole entry, looked up): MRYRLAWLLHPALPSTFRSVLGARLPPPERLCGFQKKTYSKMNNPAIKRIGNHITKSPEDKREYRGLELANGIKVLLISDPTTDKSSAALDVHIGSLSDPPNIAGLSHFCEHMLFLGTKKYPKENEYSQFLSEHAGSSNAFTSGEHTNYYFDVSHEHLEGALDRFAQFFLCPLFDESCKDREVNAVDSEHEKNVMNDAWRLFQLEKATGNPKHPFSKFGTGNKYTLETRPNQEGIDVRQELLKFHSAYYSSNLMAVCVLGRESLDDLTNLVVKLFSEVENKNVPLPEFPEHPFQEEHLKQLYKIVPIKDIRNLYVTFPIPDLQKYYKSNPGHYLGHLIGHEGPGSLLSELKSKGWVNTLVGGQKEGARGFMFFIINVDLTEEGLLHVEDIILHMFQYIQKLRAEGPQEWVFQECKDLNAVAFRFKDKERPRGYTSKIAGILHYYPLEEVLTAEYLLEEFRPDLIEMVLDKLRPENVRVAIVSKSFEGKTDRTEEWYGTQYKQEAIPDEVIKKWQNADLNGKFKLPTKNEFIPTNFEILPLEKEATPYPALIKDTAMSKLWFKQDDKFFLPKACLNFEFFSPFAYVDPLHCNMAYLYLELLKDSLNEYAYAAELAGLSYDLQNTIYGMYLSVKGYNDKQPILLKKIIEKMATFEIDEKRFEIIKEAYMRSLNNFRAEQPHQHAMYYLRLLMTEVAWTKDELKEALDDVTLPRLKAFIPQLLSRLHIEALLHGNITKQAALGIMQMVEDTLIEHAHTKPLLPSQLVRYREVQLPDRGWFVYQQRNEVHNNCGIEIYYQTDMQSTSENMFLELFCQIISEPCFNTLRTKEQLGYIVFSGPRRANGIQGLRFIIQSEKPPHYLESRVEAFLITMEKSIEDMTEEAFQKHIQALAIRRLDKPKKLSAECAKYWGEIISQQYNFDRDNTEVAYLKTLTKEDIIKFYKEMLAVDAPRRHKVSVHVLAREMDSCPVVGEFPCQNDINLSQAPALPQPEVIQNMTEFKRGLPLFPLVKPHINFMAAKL
MEKK2 mut-MEK5 – signal of MEK5 binding to mutant human MEKK2 PB1 domain; bead flow cytometry, Alexa488-MEK5 binding to MEKK2 mutant; percent response, % at 10 µM; actives 0.35% (n = 290,000); AID 1530; in the data active = percent response above about 24%, passing the limit was not always enough; note: inactives centre near 1; some results filed as inactive read as strong as hits; reference of the scale not given here
MEKK2 WT-MEK5 – raises or lowers MEK5 binding to wildtype human MEKK2 PB1 domain; Q9Y2U5; bead flow cytometry, Alexa488-MEK5 binding to MEKK2 WT; actives lie on both sides; binding response (% of control), % at 10 µM; actives 1.1% (n = 290,000); AID 1531; in the data active = binding response below about 67% or above about 130%
IDE cell inh – cellular human IDE inhibition. P14735. HEK cells, FAbetaB cleavage, fluorescence polarization. inhibition, % at 5.59 µM. AID 434962. actives 0.41% (n = 320,000);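 active = percent inhibition above the average of all tested compounds plus 3 SD, set per screening campaign, cut at about 16% in these data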;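 note: IDE supplied by intact live HEK cells; FP after avidin binding of uncleaved biotin substrate so inhibition keeps polarization high; 0% = DMSO wells and 100% = 60 µM reference IDE inhibitor Ii1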
UBC9 SUMO inh – blocks human SUMOylation mediated by UBC9. P63279. HTRF SUMOylation assay, SAE1/SAE2 + UBC9, in vitro. inhibition, % at 35 µM. actives 0.36% (n = 290,000); in the data active = inhibition above about 50%, passing the limit was not always enough; note: strong numbers were not always called active
NALP1 inh – NALP1 inhibition; S. cerevisiae NALP1/ASC/caspase-1 growth, X-gal OD620, 72 h; inhibition, % at 10 µM; actives 0.61% (n = 280,000); in the data active = inhibition mostly above about 24%, no sharp cut-off; inactive = mostly below about 32%; note: some compounds called inactive have numbers as strong as hits
M18AAP inhibitor – blocks P. falciparum M18 aspartyl aminopeptidase; recombinant PfM18AAP, H-Glu-NHMec fluorogenic cleavage; inhibition, % at 7.35 µM; actives 1.2% (n = 290,000);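 active = inhibition above the campaign mean inhibition over all tested compounds plus 3 SD, cut at about 28% in these data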;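 note: 0% = plate median of test compound wells and 100% = 2 mM ZnCl2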
Numbers without * were called inactive; · = not tested or not shown. An excerpt, so the mix of outcomes need not match the whole.

Molecule	pCIP destab	MEKK3 PB1 HTS	IDE act	MEKK2 mut-MEK5	MEKK2 WT-MEK5	IDE cell inh	UBC9 SUMO inh	NALP1 inh	M18AAP inhibitor
Cc1cc(C(=O)Nc2cccc(C)c2C)c2ccccc2n1	-3	111	1	19	112	-5	0	17	-2
CCCCCCOc1ccc(C(=O)O)cc1	-8	94	3	-5	96	-2	18	27	-6
COc1cc2c(cc1OC)CN(CC(O)c1ccccc1)CC2 (stereo not given)	-14	102	5	14	101	5	35	-11	17
Cc1ccc(S(=O)(=O)N2CCN(Cc3csc(C)n3)CC2)cc1	3	95	0	1	96	3	-4	11	-4
CCOc1ccc(N2C(=O)CC(N3CCN(c4ccc(Cl)cc4)CC3)C2=O)cc1 (stereo not given)	-8	97	-2	3	100	-6	16	8	-10
COc1ccc(Cl)cc1C(=O)n1cnc2ccccc21	-11	102	1	2	101	3	2	22	4
CCCCC1=CC2=CC(=O)C(C)(OC(=O)CC)C(=O)C2=CN1C(CO)CO (stereo not given)	-12	83	-1	-6	95	2	3	-4	·
Cc1ccccc1CCN(C(=O)CN1C(=O)c2ccccc2S1(=O)=O)C(C(=O)NCC1CCCO1)c1ccncc1 (stereo not given)	7	98	-1	-1	101	-7	11	5	-8
Cc1cc(C)c(NC(=O)C2CCCN2CCC(C)C)c(C)c1 (stereo not given)	9	100	0	3	102	3	0	-79	1
COc1ccccc1N1CCN(C(=S)Nc2cccc(C)c2)CC1	2	90	8	-9	74	-4	-5	2	7
CSc1cccc(NC(=O)c2cnn3ccccc23)c1	-5	90	4	-7	90	-1	5	12	-2
CC(C)(C)OC(=O)N1CCC(c2c(C(=O)NCC3CCN(C4CCCC4)C3)cnn2-c2ccccc2)CC1 (stereo not given)	7	106	4	9	114	1	5	11	4
COc1ccccc1CNCC(=O)Nc1ccc(N(C)C)cc1	-3	98	6	-6	100	2	4	34	2
CCC(=O)N1CCc2cc(S(=O)(=O)NCCC(=O)NCc3ccc(F)cc3)ccc21	1	99	3	3	99	1	7	6	-3
COc1cccc(CC(=O)N2CCC(CCC(=O)Nc3cccc(OC)c3)CC2)c1	-20	102	6	-1	100	-1	·	14	-10
COCCNC(=O)C(C(=O)c1ccc(F)cc1)n1cc(C)ccc1=O (stereo not given)	-3	93	3	-7	86	2	16	3	-2
CCOC(=O)N1CCN(C(=O)c2ccc3c(c2)N=C(CC)c2cc(C)ccc2S3)CC1	-15	102	6	9	99	0	1	-9	9
Cc1ccccc1NC(=O)CSc1n[nH]c(-c2ccccn2)n1	-5	106	0	8	108	-1	-18	-7	8
O=C(NCCc1ccc(Cl)cc1)C(=O)c1c[nH]c2ccccc12	-7	109	-4	1	105	-1	6	8	-14
CCC1CCCCN1CCCNC(=O)c1ccc(CS(=O)(=O)c2ccccc2C)o1 (stereo not given)	14	102	5	3	116	-2	16	12	1
NNC(=O)C1CC1c1ccc(Cl)cc1 (stereo not given)	-3	97	5	-2	96	-5	-5	30	-1
O=C(N1CCOCC1)N1CCN(S(=O)(=O)c2cccc([N+](=O)[O-])c2)CC1	-4	98	3	-10	100	2	-8	12	2
CCOC(=O)CSc1nnc(CNc2cccc(Cl)c2)n1C	-7	106	1	2	104	2	11	4	-4
Cc1cc(C)n(C(C)CNC(=O)c2ccc3c(c2)OCO3)n1 (stereo not given)	8	97	0	-1	92	6	2	-4	0
CSc1ccccc1C(=O)Nc1cc2c(cc1C(=O)O)OCCCO2	-1	99	1	-1	94	5	-2	-3	2
c1ccc(SCCOCCn2cncn2)cc1	-15	86	4	-4	89	1	4	36	-9
O=C(NC1CCN(C(=S)Nc2ccccc2Cl)CC1)C1CCCCC1	-12	102	-4	3	95	2	-5	-1	5
COc1ccc(C(C)C)cc1S(=O)(=O)NCc1ccccn1	-9	99	6	-3	95	-1	23	12	-5
NC(=O)Cc1ccc2sc(-c3ccccc3)nc2c1	-10	103	-6	0	102	·	18	24	4
COc1cccc(/C=N/NC(=O)c2cnccn2)c1OC	-4	89	-2	-9	89	1	10	-12	-8
Nc1nc(-c2ccc(Br)cc2)cs1	0	102	2	2	103	2	8	34	3
CCCn1c(CCC(=O)O)nc2cc(S(N)(=O)=O)ccc21	8	107	0	-2	99	3	-16	·	-6
C=CC1=C(C(=O)O)N2C(=O)C(NC(=O)Cc3ccccc3)C2SC1 (stereo not given)	-20	88	2	0	99	-2	10	-1	2
Cc1cc(=O)oc2ccc(OCC(=O)N3CCC(C)CC3)cc12	-6	107	-2	6	107	-2	9	-9	-6
Cc1cc(C)n(-c2cccc(C(=O)O)c2)n1	-11	83	3	-15	81	-4	7	11	3
C=CCNC(=O)c1c(Cl)nc(C)c([N+](=O)[O-])c1C	1	155*	-1	2	112	-3	-18	14	-5
Cc1cccc(NC(=S)NCCC(C)C)c1	-39	103	6	0	101	-2	4	19	-12
NS(=O)(=O)c1ccc(NC(=S)N2CCN(c3ccccc3)CC2)cc1	-1	98	-1	-2	97	3	13	5	-3
COc1ccc(C2/C=C\CN(CC(C)C)CC(=O)N2Cc2ccc(F)cc2)cc1 (stereo not given)	4	100	3	1	102	5	-11	3	·
Cc1csc(NC(=O)C(CC(C)C)NS(=O)(=O)c2ccc3c(c2)oc(=O)n3C)n1 (stereo not given)	3	108	4	13	105	1	0	46*	4
COc1ccc(C2SCC(=O)N2c2c(C)n(C)n(-c3ccccc3)c2=O)cc1OC (stereo not given)	-1	101	0	-2	100	1	6	11	5
O=C(CN1CCC(NC(=O)C2CCCCC2)CC1)Nc1cccc(F)c1	-9	95	1	-2	96	·	9	8	-1
O=C(Nc1cccc(O)c1)c1cccc(S(=O)(=O)N2CCCCCC2)c1	8	104	2	3	101	·	-9	16	1
O=C(CCn1c(=O)oc2ccccc21)Nc1ccc(C(=O)O)cc1	-9	99	2	7	104	-1	11	20	0
CC1CCc2c(sc3ncnc(N4CCOCC4)c23)C1 (stereo not given)	15	100	4	0	99	-4	-2	·	-12
O=c1oc2ccccc2c(O)c1C=NCc1ccccn1	-9	104	2	9	112	1	-7	40	8
CC1CCC(NC(=O)CN2C(=O)COc3ccc(S(=O)(=O)N4CCCC4)cc32)CC1 (stereo not given)	-2	101	·	8	97	3	9	20	2
O=C(c1cnn2c(C(F)F)cc(-c3ccccc3)nc12)N1CCSCC1	-4	106	-14	3	102	14	7	-6	0
Cc1cc(-c2ccccc2)nc(-c2ccccc2)c1C	4	95	1	-11	93	-4	-19	-4	4
COc1ccccc1NC(=O)c1cc(C)nc2ccccc12	-6	93	-2	-1	96	-2	7	22	-3
COc1ccc(/C=N/Nc2ccc([N+](=O)[O-])cc2S(=O)(=O)N2CCN(C)CC2)cc1	4	116	5	1	105	-3	8	16	5
C/C(Cl)=C\Cn1c(O)c(N=NC(N)=S)c2cc(Br)ccc21	-4	99	-3	-8	85	5	-21	2	27
COC(=O)Nc1cc([N+](=O)[O-])ccc1OC	-11	100	6	0	105	5	11	30	1
CCOC(=O)C1=C(C)N=c2s/c(=C\c3ccc(O)c([N+](=O)[O-])c3)c(=O)n2C1c1ccccc1OC (stereo not given)	-8	102	-3	3	98	-2	8	-24	8
O=C(Cn1cccc1C(=O)c1ccccc1)NCCCN1CCc2ccccc2C1	-4	99	-1	10	128	2	16	12	-1
OCC1(CCc2ccccc2)CCCN(C/C=C/c2ccccc2)C1 (stereo not given)	4	104	6	11	109	6	2	4	-6
Cc1ccc(C)c(-c2nnc(OCC(=O)Nc3cc(C)on3)c3ccccc23)c1	-27	96	0	1	94	2	-4	24	-2
CN(CC(=O)NCc1ccco1)S(=O)(=O)c1ccc(F)cc1	-3	99	-3	-2	97	-1	0	27	-5
Cc1nc(-c2ccc(NC(=O)C3CC3)cc2)cs1	-7	98	-2	-2	94	-3	14	17	3
O=C(Nc1nnc(Cc2ccc([N+](=O)[O-])cc2)s1)Nc1ccccc1F	-11	110	0	0	102	6	12	16	-6

(list continues)
Molecule	pCIP destab	MEKK3 PB1 HTS	IDE act	MEKK2 mut-MEK5	MEKK2 WT-MEK5	IDE cell inh	UBC9 SUMO inh	NALP1 inh	M18AAP inhibitor
Cc1c(NC2=CC(=O)CCC2)c(=O)n(-c2ccccc2)n1C	-7	93	5	-8	89	-4	14	8	11
Cc1ccc(N2CCN(c3ccc(NC(=O)CCC(=O)O)cc3)CC2)cc1	-2	88	-2	-4	92	7	-5	20	4
Cc1ccc(NC(=O)CSc2nc(C)c(C)c(C)n2)c([N+](=O)[O-])c1	-7	100	4	-2	100	2	11	34	-1
COc1cc(C2C(C#N)=C(N)Oc3cc(O)ccc32)cc2c1OCO2 (stereo not given)	-4	105	0	7	114	-4	20	19	7
O=C1CCN(CCc2ccccc2)CCN1CCSc1ccccc1	-8	101	2	3	104	-2	10	18	0
CCOc1cccc(-c2nnc(SCC(=O)Nc3cc(OC)cc(OC)c3)n2N)c1	-7	98	0	-6	94	0	-10	2	5
COc1ccc(-c2[nH]ncc2CN2CCCOc3c(cccc3OC)C2)c(OC)c1	-7	102	0	16	106	7	14	5	5
CCOc1ccc(N(CC(=O)Nc2c(C)cccc2C)S(=O)(=O)c2c(C)[nH]c(=O)[nH]c2=O)cc1	-7	96	2	-5	94	-1	9	·	-7
COc1cccc(/C=C/C(=O)OCC(=O)NCc2ccco2)c1	-14	88	1	-2	92	1	20	18	8
O=C(NCCSc1ccc(Cl)cc1)c1ccco1	0	97	-5	3	99	4	14	10	11
N#CC1=C2SCCN2C(=O)C(C#N)C12CCCCC2 (stereo not given)	-9	100	6	2	106	-3	3	-9	-2
C/C(=C\c1ccco1)C1C(C#N)=C(N)Oc2n[nH]c(-c3ccccc3)c21 (stereo not given)	9	103	4	-1	89	5	2	5	18
COc1ccc(OC)c(NC(=O)CCNS(=O)(=O)c2cccc3nsnc23)c1	2	102	3	8	103	-2	0	3	8
CCOc1nc(C)ccc1-c1noc(CC)n1	-16	102	6	-4	96	-10	12	5	2
COc1ccccc1Nc1ncnc2ccc(C)cc12	-16	107	4	5	106	2	3	2	1
CCCc1cc(C(=O)Nc2cc(OC)ccc2OC)cs1	-24	99	3	4	102	-2	9	23	-12
CCCCN1C(=O)c2ccc(C(=O)Nc3ccc(C)c(S(=O)(=O)N(C)C)c3)cc2C1=O	-8	95	6	-7	91	0	-23	30	0
COc1ccc2nc(N3C(=O)CC(Cc4cc(C)cc(C)c4)C3=O)sc2c1 (stereo not given)	-5	·	1	·	·	1	17	-5	0
COc1cc(CCC(=O)OCC(=O)Nc2c(C)cc(C)cc2C)cc(OC)c1OC	-7	96	2	-1	102	7	-5	22	-3

Exported with the structure last: entries from further up
pCIP destab | MEKK3 PB1 HTS | IDE act | MEKK2 mut-MEK5 | MEKK2 WT-MEK5 | IDE cell inh | UBC9 SUMO inh | NALP1 inh | M18AAP inhibitor | molecule
-12 | 83 | -1 | -6 | 95 | 2 | 3 | -4 | · | CCCCC1=CC2=CC(=O)C(C)(OC(=O)CC)C(=O)C2=CN1C(CO)CO (stereo not given)
7 | 98 | -1 | -1 | 101 | -7 | 11 | 5 | -8 | Cc1ccccc1CCN(C(=O)CN1C(=O)c2ccccc2S1(=O)=O)C(C(=O)NCC1CCCO1)c1ccncc1 (stereo not given)
9 | 100 | 0 | 3 | 102 | 3 | 0 | -79 | 1 | Cc1cc(C)c(NC(=O)C2CCCN2CCC(C)C)c(C)c1 (stereo not given)
2 | 90 | 8 | -9 | 74 | -4 | -5 | 2 | 7 | COc1ccccc1N1CCN(C(=S)Nc2cccc(C)c2)CC1

High-throughput results (PubChem)
